PGK inhibitor: T. brucei PGK inhibition. PGK/GAPDH coupled, Kinase-Glo luminescence, 60 min. actives 0.043% (n = 380,000). P07378. Potency, µM (top dose mostly 57.5 µM), for the others: top-dose activity change, negative = inhibition, actives largely listed as inhibitors; also: % is scaled to controls: 0 for no effect and ±100 for the full control effect; nearly all actives have a fitted effect of over 60% in size
Target sequence (P07378 whole entry, looked up): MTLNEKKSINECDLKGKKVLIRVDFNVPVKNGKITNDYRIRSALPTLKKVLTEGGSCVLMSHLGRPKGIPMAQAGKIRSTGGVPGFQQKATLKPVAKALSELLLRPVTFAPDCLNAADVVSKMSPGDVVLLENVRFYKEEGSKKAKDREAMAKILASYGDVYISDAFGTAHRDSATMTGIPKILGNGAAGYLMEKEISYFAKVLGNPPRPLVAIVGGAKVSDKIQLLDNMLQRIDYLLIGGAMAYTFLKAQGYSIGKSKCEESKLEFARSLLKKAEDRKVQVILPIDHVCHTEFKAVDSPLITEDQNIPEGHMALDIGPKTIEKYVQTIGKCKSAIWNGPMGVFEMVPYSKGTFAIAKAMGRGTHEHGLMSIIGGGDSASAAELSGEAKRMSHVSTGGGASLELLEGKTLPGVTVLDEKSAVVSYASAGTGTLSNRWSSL
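Luminescent ATP detection (Kinase-Glo Plus) follows a 60-minute room-temperature incubation, with wells lacking PGK as controls. Buffer: 100 mM TEA (pH 7.6), 5 mM MgCl2, 0.01% Tween-20. Coupling enzyme GAPDH (100 nM final) supplies unstable 1,3-BPG in-well.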
RGS4 inh: inhibitors of human regulator of G protein signaling 4; Transcreener GDP fluorescence polarization, RGS4-accelerated GTP hydrolysis; actives 0.039% (n = 390,000); P49798; Potency, µM (series often up to 114 µM), for inactives: at the highest dose activity change, negative = inhibition, hits mostly inhibitors; also: % is scaled to controls: 0 for no effect and ±100 for the full control effect; nearly all actives have a fitted effect of over 75% in size; some results filed as inactive show a strong effect at the top dose
Target sequence (P49798 whole entry, looked up): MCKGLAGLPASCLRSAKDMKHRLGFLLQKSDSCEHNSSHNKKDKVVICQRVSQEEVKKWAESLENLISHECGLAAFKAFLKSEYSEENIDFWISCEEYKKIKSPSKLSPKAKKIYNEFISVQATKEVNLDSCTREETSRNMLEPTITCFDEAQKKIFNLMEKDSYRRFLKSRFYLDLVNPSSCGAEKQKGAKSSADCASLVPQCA
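MLSMR compounds (23 nl, pin-transferred) preincubated 10 min at room temperature with a 500nM (2x) first reagent, then RGS4 at 900nM (2x) plus Transcreener GDP mix added; fluorescence polarization (620/688 nm) read before and after 90 min at 30 °C.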
JMJD2A Tudor: inhibitors of human JMJD2A Tudor domain; Potency, µM (series often up to 114 µM), for the others: at the top dose activity change, negative = inhibition, hits mostly inhibitors; AlphaScreen JMJD2A-Tudor / H3K4me3 peptide binding; actives 4.4% (n = 390,000); O75164; also: % is scaled to controls: 0 for no effect and ±100 for the full control effect; nearly all actives have a fitted effect of over 50% in size
ALOX12 inh: inhibitors of human 12S-lipoxygenase ALOX12; Potency, µM (series often up to 108 µM), for inactives: at the highest dose activity change, negative = inhibition, actives largely listed as inhibitors; purified 12hLO, xylenol orange hydroperoxide absorbance; P18054; actives 1.1% (n = 580,000); also: % is scaled to controls: 0 for no effect and ±100 for the full control effect
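Hydroperoxide product was detected by ferrous iron/xylenol orange as the 573 to 405 nm absorbance ratio. Arachidonic acid at 40 uM (final) was turned over for 30 min at room temperature by 150 nM human 12hLO, pH 7.0 Hepes buffer, after 15 min compound preincubation.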
HP1b binding inh: blocks HP1-beta chromodomain binding to methylated histone tails | P83916 | AlphaScreen HP1-beta / biotin-H3K9me3 peptide binding | Potency, µM (top dose mostly 114 µM), for the others: at the top dose activity change, negative = inhibition, usual class: inhibitors | actives 0.56% (n = 390,000) | AID 540317; also: nearly all actives have a fitted effect of over 70% in size; inactives centre near 23
Target sequence (P83916 whole entry, looked up): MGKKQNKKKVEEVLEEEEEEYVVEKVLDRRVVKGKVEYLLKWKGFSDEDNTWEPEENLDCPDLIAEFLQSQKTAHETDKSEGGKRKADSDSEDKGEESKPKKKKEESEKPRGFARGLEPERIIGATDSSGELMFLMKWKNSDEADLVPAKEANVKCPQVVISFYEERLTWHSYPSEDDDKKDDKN
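Compound inhibition of the preformed complex between 50 nM HP1-beta and 50 nM biotinylated H3K9me3 peptide was read by AlphaScreen. Buffer was PBS pH 7.4 with 0.01% Tween-20. Incubations ran 30 min at room temperature, with 10 ug/mL donor/acceptor beads.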
ERG-DNA inh: blocks human ERG Ets domain binding to DNA; Potency, µM (highest dose often 76.9 µM), for inactives: at the top dose FP activity, negative = inhibition, most hits filed as inhibitors; fluorescence polarization, His-ERG Ets domain / labelled DNA; AID 624246; P11308; actives 0.028% (n = 370,000); active = well fitted inhibition curve with a large enough effect in the polarisation, with a control signal flat; inconclusive = small, poorly fitted or top-dose-only effect, or effect the other way, or a change in a side signal; inactive = no such curve, though single readings can be large or run the other way; the % refers to the polarisation;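 also: polarization taken with two DNA probes labelled with fluorescein and Texas red; % of control where 0% means no effect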
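His-tagged ERG Ets domain (1 uM in the protein solution; 300mM KCl, 50mM Tris-HCl, 1mM EDTA, 1mM DTT, pH 7.5) received compound, then a probe mix of 5 nM fluorescein-DNA and 100nM Texas-615-DNA. Fluorescence polarization was read for both dyes.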
GLS inh: blocks human kidney-isoform glutaminase activity. GLS enzymatic activity, qHTS titration. Potency, µM (top dose mostly 45.5 µM), for the others: at the highest dose activity change, negative = inhibition, hits mostly inhibitors. actives 0.21% (n = 410,000). AID 624170; also: % is scaled to controls: 0 for no effect and ±100 for the full control effect
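Assay buffer: 45 mM KH2PO4 pH 8.2, 0.02% Tween-20. hKGA acts on L-glutamine (1 mM solution added); product glutamate is reported by an oxidase/peroxidase Amplex Red coupling, with fluorescence taken at baseline and 30 min.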
Pin1 inh: human Pin1 inhibition. Q13526. Pin1 FP peptide displacement, HiFluor488, 10 min. Potency, µM (titrated, usually from 115 µM), for inactives: top-dose activity, negative = inhibition, actives largely listed as inhibitors. actives 0.009% (n = 390,000). AID 504891; active = well fitted inhibition curve with a large enough effect in the polarisation, with a control signal flat, not every such curve was filed as active; inconclusive = small, poorly fitted or top-dose-only effect, or effect the other way, or a change in a side signal; inactive = no such curve, though single readings can be large or run the other way; the % refers to the polarisation; also: % is scaled to controls: 0 for no effect and ±100 for the full control effect
TrxR1 inh: inhibitors of rat thioredoxin reductase 1 | recombinant rTrxR1, NADPH fluorescence consumption, selenite substrate | Potency, µM (highest dose often 114 µM), inactives show at the top dose activity change, negative = inhibition, usual class: inhibitors | O89049 | actives 1% (n = 390,000); also: % is scaled to controls: 0 for no effect and ±100 for the full control effect; nearly all actives have a fitted effect of over 65% in size
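Rat TrxR1 (90 nM in the dispensed reagent) was pre-reduced with 400 uM NADPH for 5 min at room temperature, then incubated with compound for 15 min. After 400 uM selenite was added, NADPH fluorescence (Ex 340/Em 450 nm) was followed for 8 min.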
The depositor's hits bear a star; i = inactive; ? = inconclusive; . = no result given; & = joins results of further samples; [ ] = dose if it differs, or a comment. Unless noted, calls follow the shape of the dose curve; as a rule, active = well fitted curve in the direction sought with a large enough effect; inconclusive = small, poorly fitted or top-dose-only effect, or another doubt; inactive = no such curve, though single readings can be large; an effect the other way counts as inactive or inconclusive. Potency is read from the fitted curve at half-maximal effect.

SMILES	PGK inhibitor	RGS4 inh	JMJD2A Tudor	ALOX12 inh	HP1b binding inh	ERG-DNA inh	GLS inh	Pin1 inh	TrxR1 inh
Cc1noc(C)c1CSc1nc2ccccc2c(=O)n1-c1ccccc1	-2%	-6%	3%	-10%	11%	-1%	5%	10%	9%[57.1 µM]
COc1ccc(NC(=O)N2CCN3CCCCC3C2)cc1OC (stereo unspecified)	-2%	34%	-3%	-23%	21%	-3%	9%	-2%	16%
COc1ccc(NC(=O)Nc2c[nH]c(=O)[nH]c2=O)cc1	-7%	-8%	-11%	-4%	76%[activator]	-7%	4%	-6%	15%
COc1ccc(S(=O)(=O)NCC2CCCN(Cc3ccc(O)cc3)C2)cc1 (stereo unspecified)	2%	9%	-6%	-24%	57%[activator]	6%	26%	-16%	-6%
O=C(Cn1ccc(C(F)(F)F)n1)N=Nc1c(O)[nH]c2ccccc12	-6%	-48%	-3%[11.4 µM]	-14%	7%	-9%	8%	-1%	15%[57.1 µM]
Cc1c(C(=O)NCc2ccc(Cl)cc2)oc2ccc3c(c12)C(=O)CC(C)(C)O3	.	15%	-25%	-19%	10%	2%	-10%	13%	19%
COc1cc(OC)c2ccc(=O)oc2c1C(CC(=O)N1CCN(c2ccccc2)CC1)c1ccc2c(c1)OCO2 (stereo unspecified)	1%	19%&9%	40µM*	-6%	-27%&-8%	3%	2%	31%&41%[activator]	6%&12%
CN(C)c1ncnc(N(C)C)c1[N+](=O)[O-]	-6%	-21%	13%	211%[activator]	15%	16%	-3%	10%	-8%[57.1 µM]
COc1ccc(NS(=O)(=O)c2ccc(N/N=C/c3ccc(N4CCOCC4)cc3)c([N+](=O)[O-])c2)cc1	-7%	-35%	-6%	-18%	-6%	-1%	-3%	2%	15%[57.1 µM]
CC1(C)CNC(=O)c2sc(N3CCOCC3)nc2C1	-1%	13%	-21%	18%	-4%	2%	0%	-3%	31%[57.1 µM]
O=C(CN1CCN(c2ccc(O)cc2)CC1)Nc1ccccc1C(=O)NCCc1ccccc1	-6%	-40%	?	?	?	8%	36%[activator]	-8%	8%
CCc1ccc(NC(=O)c2cc(C)no2)cc1	0%	-18%	4%	9%	19%	8%	2%	-1%	16%[57.1 µM]
COc1ccccc1N(C(C)=O)c1nc(C)cc(C)c1C#N	-6%	-3%	-11%	274%[activator]	23%	0%	6%	-4%	23%[57.1 µM]
COc1ccc(C(=O)NNC(=O)c2cc3cc(OC)ccc3oc2=O)cc1	-8%	-38%	17%[57.1 µM]	248%[activator]	62%[activator]	1%	4%	2%	12%[57.1 µM]
CC1(C)NC(=O)N(CN2C(=O)NC(C)(C)C2=O)C1=O	-9%	16%	-5%	-1%	40%[activator]	-6%	5%	5%	5%
O=C(N/C(=C\c1ccc(-c2ccccc2)o1)C(=O)N1CCOCC1)c1ccccc1	-6%	?	56µM*	-16%	-24%	-6%	-22%	5%	10%[57.1 µM]
CCC(C)Sc1nnc(-c2c[nH]c3ccccc23)n1CCOC (stereo unspecified)	-12%	-13%	-12%	17%	13%	12%	-4%	2%	9%[57.1 µM]
O=C(CN1CCCCC1)Nc1nnc(-c2ccc([N+](=O)[O-])cc2)s1	-5%	?	-32%	-14%	21%	-5%	-10%	?	-9%
CC(=O)Nc1ccc(OC(=O)c2ccc(Cl)cc2)cc1	i	7%	-8%	-21%	25%	8%	-2%	4%	5%
O=C(NNC(=O)c1ccccc1Cl)c1ccc(-n2cncn2)c([N+](=O)[O-])c1	-10%	6%	-9%	4%	36%	1%	23%	-7%	18%
COc1cc(C(=O)N[C@H](C(=O)NC2CCCc3ccccc32)C(C)C)cc(OC)c1OC (stereo partly specified)	-11%	-25%	-10%	39%[activator]	24%	-13%	3%	-3%	-17%
Cc1ccc(-c2cn3c(n2)sc2cc(C(=O)NC4CCCCC4)ccc23)cc1	-4%	-19%	-7%	?	37%	1%	6%	-2%	3%
c1ccc(CNc2nc(-c3cccnc3)nc3ccccc23)cc1	.	15%	-16%	?	29%	3%	0%	-1%	19%
CCn1cc(/C=C/C(=O)Nc2ccn(Cc3c(F)c(F)c(F)c(F)c3F)n2)cn1	-7%	-50%	-2%	17%	18%	1%	-4%	0%	6%
CC(C)(C)c1ccccc1NC(=O)c1ccco1	4%	20%	-6%	-6%	29%	.	2%	-5%	-6%

Limited to HP1b binding inh, PGK inhibitor and TrxR1 inh, for two of the compounds above:
Structure,HP1b binding inh,PGK inhibitor,TrxR1 inh
c1ccc(CNc2nc(-c3cccnc3)nc3ccccc23)cc1,29%,.,19%
CCn1cc(/C=C/C(=O)Nc2ccn(Cc3c(F)c(F)c(F)c(F)c3F)n2)cn1,18%,-7%,6%

Some of the entries so far, with two lines to a compound:
Order of results – PGK inhibitor | RGS4 inh | JMJD2A Tudor | ALOX12 inh | HP1b binding inh | ERG-DNA inh | GLS inh | Pin1 inh | TrxR1 inh
Cc1c(C(=O)NCc2ccc(Cl)cc2)oc2ccc3c(c12)C(=O)CC(C)(C)O3
  . | 15% | -25% | -19% | 10% | 2% | -10% | 13% | 19%
COc1cc(OC)c2ccc(=O)oc2c1C(CC(=O)N1CCN(c2ccccc2)CC1)c1ccc2c(c1)OCO2 (stereo unspecified)
  1% | 19%&9% | 40µM* | -6% | -27%&-8% | 3% | 2% | 31%&41%[activator] | 6%&12%
CN(C)c1ncnc(N(C)C)c1[N+](=O)[O-]
  -6% | -21% | 13% | 211%[activator] | 15% | 16% | -3% | 10% | -8%[57.1 µM]
COc1ccc(NS(=O)(=O)c2ccc(N/N=C/c3ccc(N4CCOCC4)cc3)c([N+](=O)[O-])c2)cc1
  -7% | -35% | -6% | -18% | -6% | -1% | -3% | 2% | 15%[57.1 µM]
CC1(C)CNC(=O)c2sc(N3CCOCC3)nc2C1
  -1% | 13% | -21% | 18% | -4% | 2% | 0% | -3% | 31%[57.1 µM]

Next entries follow:
SMILES	PGK inhibitor	RGS4 inh	JMJD2A Tudor	ALOX12 inh	HP1b binding inh	ERG-DNA inh	GLS inh	Pin1 inh	TrxR1 inh
Cc1ccc(C(C)C)c(OCC(=O)Nc2cccc(S(=O)(=O)NC3=NCCCCC3)c2)c1	-7%	15%	-19%	248%[activator]	-3%	4%	8%	2%	0%
O=C(CSc1nccn1-c1ccccc1)c1ccc(Br)cc1	i	-34%	?	0%	?	-1%	3%	1%	23%[57.1 µM]
C[C@@]12C(=O)N(Cc3ccccc3)CC(=O)N1[C@H](/C=C/c1ccccc1)[C@@H]1C(=O)N(c3ccccc3)C(=O)[C@@H]12	-5%	-10%	1%	2%	38%	0%	-7%	2%	18%[57.1 µM]
COCCn1cnc2c1-c1ccc(OC)c(c1)OC/C=C\COc1cccc-2c1	.	-22%	?	.	-25%	.	.	-2%	?
O=C(C[C@H]1C[C@H](C(=O)N2CCCCC2)[C@@]2(CCc3ccccc3)c3[nH]c4ccc(Cl)cc4c3CCN2C1=O)NCCCn1ccnc1	-8%	-17%	35µM*	0%	-23%	-12%	-5%	2%	14%
CCC1(CC)C(=O)C2=C3C1[C@H](C(=O)OC)C=C(C(=O)OC)C[C@H]3n1c(=O)n(C)c(=O)n1[C@H]2C (stereo partly specified)	-4%	-12%&-1%	-10%&-13%	7%	28%&8%	8%	2%	1%&-8%	12%[57.1 µM]
COc1ccc(NC(=O)c2cc3ccccn3n2)cc1	-2%	3%	3%	26%	28%	11%	5%	-4%	-3%[57.1 µM]
CCc1ccccc1Nc1nn2c(=O)c3ccc(C(=O)NC(C)c4ccccc4)cc3nc2s1 (stereo unspecified)	-4%	8%	-7%	?	25%	0%	4%	28%	32%
CC(=O)Nc1ccc(NC(=O)CN(c2ccc(C(C)C)cc2)S(=O)(=O)c2ccccc2)cc1	-1%	19%	-12%	3%	13%	-2%	-5%	?	6%[57.1 µM]
CCCCOc1ccc(-c2cn3ccccc3n2)cc1[N+](=O)[O-]	-13%	-6%	-25%	-26%	11%	-1%	1%	-2%	22%
Cc1ccc(CNC(=O)c2c(-c3ccccc3)noc2C)cc1	-8%	0%	-14%	9%	-2%	-4%	-1%	-6%	14%

Screens deposited in PubChem BioAssay by National Center for Advancing Translational Sciences (NCATS).

Not all compounds are listed (hit frequency here may not be typical).
